Screening data: PubChem BioAssay, National Center for Advancing Translational Sciences (NCATS)
TDP1 cell noCPT = qHTS for Inhibitors of human tyrosyl-DNA phosphodiesterase 1 (TDP1): qHTS in cells in absence of CPT | hit rate 15% among 420,000 | DT40 Tdp1-/- hTDP1 cells, no CPT, ATP luminescence, 48 h | Potency, µM (highest dose often 46.2 µM), inactives show top-dose activity change, negative = growth inhibition, actives largely listed as inhibitors; further: nearly all actives have a fitted effect of over 55% in size
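Luminescent ATP content (CellTiter-Glo) served as the growth readout. Knockout chicken DT40 cells expressing human TDP1 were exposed to compounds without camptothecin for a minimum 48 hr at 37 °C.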
TDP1 inh = qHTS Assay for Inhibitors of Tyrosyl-DNA Phosphodiesterase (TDP1); Potency, µM (top dose mostly 130 µM), for inactives: top-dose activity change, negative = inhibition, most hits filed as inhibitors; Tyrosyl-DNA phosphodiesterase 1 (Homo sapiens), Q9NUW8; hit rate 0.28% among 350,000; recombinant TDP1, AlphaScreen DNA substrate cleavage; AID 485290, 2010; further: nearly all actives have a fitted effect of over 40% in size
Target sequence (Q9NUW8 whole entry, looked up): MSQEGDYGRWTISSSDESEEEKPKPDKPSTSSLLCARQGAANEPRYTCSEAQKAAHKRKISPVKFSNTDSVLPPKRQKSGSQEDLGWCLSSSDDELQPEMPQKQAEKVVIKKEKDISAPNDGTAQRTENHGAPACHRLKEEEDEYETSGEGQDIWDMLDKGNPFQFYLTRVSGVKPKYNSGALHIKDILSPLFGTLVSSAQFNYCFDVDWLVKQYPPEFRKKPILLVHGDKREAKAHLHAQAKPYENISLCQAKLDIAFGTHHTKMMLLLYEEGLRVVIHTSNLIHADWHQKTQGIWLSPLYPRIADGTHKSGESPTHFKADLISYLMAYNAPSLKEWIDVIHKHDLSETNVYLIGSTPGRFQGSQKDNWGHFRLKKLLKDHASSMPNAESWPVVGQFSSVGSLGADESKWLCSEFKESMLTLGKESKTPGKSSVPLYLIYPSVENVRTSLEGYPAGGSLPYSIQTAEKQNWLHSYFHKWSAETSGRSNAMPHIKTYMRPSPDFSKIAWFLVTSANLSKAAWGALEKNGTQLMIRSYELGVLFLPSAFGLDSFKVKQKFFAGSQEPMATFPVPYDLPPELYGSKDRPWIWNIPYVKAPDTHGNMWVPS
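Tdp1 1 nM final; 15 min RT w/ cpd; substrate 15 nM, 5 min; beads 10 ug/ml, 10 min; AlphaScreen read. Neg ctrl: no enzyme.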
KAT2A inh = qHTS Assay for Inhibitors of GCN5L2. Histone acetyltransferase KAT2A (Homo sapiens), Q92830. GCN5L2 HAT assay, ThioGlo1 CoA-SH fluorescence. Potency, µM (highest dose often 58.9 µM), for the others: at the top dose activity change, negative = inhibition, usual class: inhibitors. hit rate 0.21% among 390,000
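Free CoA generated was detected with ThioGlo1 (50uM) fluorescence at Ex340nm/Em540nm, read immediately and after 20 min at room temperature. Enzyme, 20 nM in HEPES pH 7.5 buffer, saw compounds 15 min before adding 75uM H3(1-25) peptide and 70uM acetyl-CoA.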
* marks the source's active call; other numbers are inactive results; ? = inconclusive; / = not tested or not shown; & = joins results of further samples; ! = repeats disagree; [ ] = another dose, or the depositor's remark. The call rests on the fitted dose curve; in most records, active means well fitted curve in the direction sought with a large enough effect; inconclusive means small, poorly fitted or top-dose-only effect, or another doubt; inactive means no such curve, though single readings can be large; an effect the other way counts as inactive or inconclusive. On the % scale 0 is the no-effect control and ±100 the full control effect; potency means the concentration at half of the fitted maximal effect.

SMILES	TDP1 cell noCPT	TDP1 inh	KAT2A inh
CN(C)S(=O)(=O)c1cccc(NC(=O)CCc2nc3cc(S(=O)(=O)N4CCOCC4)ccc3n2C)c1	-5%	/	-9%
CC(=O)Nc1ccc(NC(=O)c2ccc(NC(=O)c3ccccc3)cc2)cc1	11%	2%	-31%
CC(C)C(=O)Nc1nnc(S(=O)(=O)N(C)c2ccc(Cl)cc2)s1	-17%	/	-3%
N#Cc1ccc(CSCC(=O)O)cc1	-4%	2%	-5%
Cc1ccc(C2C3=C(CC(C)(C)CC3=O)OC3=C2C(=O)CC(C)(C)C3)cc1	-12%	5%	-2%
Oc1ccc(Cl)cc1C1C=C(c2ccc3c(c2)OCO3)NC(c2ccc(Cl)cc2)N1 (stereo unspecified)	6.3µM*	2%	/
O=C1CN(c2ccc(Cl)cc2)C2(CCCCC2)S1	?	-1%	2%
C/C(N)=C(/C#N)C(=O)CSc1n[nH]c(-c2ccccc2Br)n1	-7%&-16%	6%	-22%
COC(=O)c1scc(-c2ccc(C)cc2)c1S(=O)(=O)N1CCN(c2cccc(Cl)c2)CC1	18µM*	2%	5%
O=C(NCc1ccccc1)c1ccc2nccnc2c1	?	2%	-1%
COc1cc(-c2noc(C)c2-c2ccc3[nH]ccc3c2)cc(OC)c1OC	1.8µM*	/	-18%
COc1cccc(-c2nn(-c3ccccc3)cc2CO)c1	-15%	2%	/
CCCCNC(NCCCC)=C(S(=O)(=O)CC)S(=O)(=O)CC	-2%	7%	-1%
O=C(Nc1nc2ccccc2[nH]1)c1ccccc1[N+](=O)[O-]	-1%	5%	3%
Cc1ccc(S(=O)(=O)N2CCOCC2)cc1NC(=O)CN1CCC(Cc2ccccc2)CC1	8.2µM*	-5%	-9%
COC(=O)CC1C(=O)NCCN1C(=S)Nc1ccccc1Cl (stereo unspecified)	18%	2%	1%
O=C(c1cc2ccccc2o1)c1cccs1	-25%	-2%	-3%
OCc1nc2ccccc2n1Cc1c(F)cccc1Cl	15µM*!	0%	-1%&-10%
CC(OC(=O)c1ccccc1C(=O)N(C)c1ccccc1)C(=O)Nc1ccccc1[N+](=O)[O-] (stereo unspecified)	-32%	/	3%
CCc1nnc(NC(=O)CSc2nnc(-c3ccccc3O)n2-c2ccc(C)cc2)s1	?	-4%	-8%

Three records drawn at random from the list so far, as already listed:
SMILES	TDP1 cell noCPT	TDP1 inh	KAT2A inh
COC(=O)CC1C(=O)NCCN1C(=S)Nc1ccccc1Cl (stereo unspecified)	18%	2%	1%
CC(OC(=O)c1ccccc1C(=O)N(C)c1ccccc1)C(=O)Nc1ccccc1[N+](=O)[O-] (stereo unspecified)	-32%	/	3%
COc1cccc(-c2nn(-c3ccccc3)cc2CO)c1	-15%	2%	/

The results go on:
SMILES	TDP1 cell noCPT	TDP1 inh	KAT2A inh
CSc1ncc(C(=O)Nc2ccccc2F)c(-c2ccccc2)n1	0%	/	28%
Cc1cccc(C2N=C(N)Nc3nc4ccccc4n32)c1 (stereo unspecified)	-17%&-10%	-3%	4%&-17%
CCc1ccc(NC(=O)CCNS(=O)(=O)c2cccc3nsnc23)cc1	-17%	-9%	-20%
COc1ccc(OC)c(C2C(C(=O)c3cccs3)=C(O)C(=O)N2CCN(C)C)c1 (stereo unspecified)	-4%	-2%	-6%
Cc1cccn2c(=O)c3cc(C(=O)NCCc4ccc(S(N)(=O)=O)cc4)n(C)c3nc12	?	-13%	-3%
Cc1ccc(S(=O)(=O)N2CCN(c3cccc(C)c3)CC2)cc1	2%	2%	-8%
Cc1cccc(C)c1NC(=O)Cn1c(=O)c(N2CCCCC2)c(N)n(C)c1=O	?	0%	-6%
Cc1ccc(Nc2nc(OC(C(F)(F)F)C(F)(F)F)nc(N3CCOCC3)n2)cc1	15µM*	-2%	-3%
COc1ccc(CS(=O)c2nc(C)cc(C)c2S(C)(=O)=O)cc1 (stereo unspecified)	-6%	9%	-2%
O=C(N/N=C\c1cc(Cl)ccc1O)c1ccc(S(=O)(=O)N2CCCCC2)cc1	0.73µM*	-3%	27%
O=C(NCc1ccccc1)N1CCCC1	32%[activator]	3%	-5%
Cc1cc(C)nc(CC(N)=O)n1	-4%	-2%	-2%
COc1ccc(/C=N/NC(=O)CCSc2nc3ccccc3s2)cc1OC	29µM*	7%	1%
CCc1ccc(CN2C(=O)c3ccccc3C2C(=O)NCCc2ccc(OC)c(OC)c2)cc1 (stereo unspecified)	?	10%	-2%
Cc1cc(=O)nc2c3ccccc3n(CC(=O)NCCCN3CCCC3=O)n12	26%	0%	1%
CCCCNC(=O)c1ccccc1C(=O)NCCCC	29µM*	3%	2%
COc1ccc(S(=O)(=O)NCc2ccccn2)cc1Br	-2%	/	1%
O=C(O)c1cccc(NC(=O)c2ccccc2NC(=O)c2ccccc2F)c1	?	6%	-15%
C[n+]1ccccc1/C=C/c1ccc2ncccc2c1	1%	/	-4%
O=C(COc1ccc(S(=O)(=O)N2CCc3ccccc32)cc1Cl)NCc1ccccn1	-29%	7%	-3%

One compound at a time, as listed above:
Profile of CCc1ccc(CN2C(=O)c3ccccc3C2C(=O)NCCc2ccc(OC)c(OC)c2)cc1 (stereo unspecified) = TDP1 cell noCPT: ?; TDP1 inh: 10%; KAT2A inh: -2%
Profile of Cc1cc(=O)nc2c3ccccc3n(CC(=O)NCCCN3CCCC3=O)n12 = TDP1 cell noCPT: 26%; TDP1 inh: 0%; KAT2A inh: 1%
Profile of COc1ccc(S(=O)(=O)NCc2ccccn2)cc1Br = TDP1 cell noCPT: -2%; TDP1 inh: /; KAT2A inh: 1%

(cont.)
SMILES	TDP1 cell noCPT	TDP1 inh	KAT2A inh
CCN=C1S/C(=C\c2sccc2C)C(=O)N1CC	?	-6%	38%[activator]
CC(=O)N1CCC[C@@]2(CCN(C(=O)Nc3cccc(C#N)c3)C2)C1	21%	/	-4%
CC1(c2ccccc2)NC(=O)N(NC(=O)CSc2n[nH]c(N)n2)C1=O (stereo unspecified)	0%	/	13%
CC(=O)Nc1ccc(NC(=O)COc2ccccc2C(=O)Nc2cccc(Cl)c2Cl)cc1	-19%	3%	-2%
Cc1ccccc1C(=O)OCC(=O)Nc1cccc(S(=O)(=O)NC2=NCCC2)c1	19%	3%	-5%
CCN(C(=O)CSc1ncn[nH]1)c1cccc2ccccc12	?	-1%	-16%
Oc1c(Br)cc(Cl)cc1C=Nc1ccccc1Br	?	1%	-1%
CCCCC1=CC2=CC(=O)C(C)(OC(=O)CC)C(=O)C2=CN1c1cccc(C#N)c1 (stereo unspecified)	-17%	6%[12.3 µM]	/
O=C1CCCC2=C1C(c1ccncc1)c1c(nc(SCc3ccccc3)[nH]c1=O)N2 (stereo unspecified)	-16%	4%	-4%
CC(=O)Nc1ccc(N=NC2C(=O)N(C(N)=S)N=C2C)cc1 (stereo unspecified)	3%	6%	?
Cc1ccc(/C=C(\CCC(=O)O)c2nc3ccccc3s2)cc1[N+](=O)[O-]	-11%	6%	3%
Cc1ccc(C)c(COC(=O)c2cccc(S(=O)(=O)N3CCCC3)c2)c1	?	-8%	-9%
Cc1ccccc1CNC(=O)CCc1cn(Cc2ccccc2C)c2ccccc12	?	3%	-2%
CCOc1ccccc1NC(=O)Cn1c(=O)n(Cc2ccccc2)c(=O)c2cccnc21	-1%	-3%	-2%
COC(=O)c1ccc(NC(=O)C2CCCO2)cc1 (stereo unspecified)	-16%	4%	-1%
COc1ccc(S(=O)(=O)N2CCC(C(=O)NN3CCCCC3)CC2)cc1OC	20%	1%	2%
CN(c1ccccc1C(=O)N1CCOCC1)S(C)(=O)=O	-13%	-2%	/
CCOC(=O)C1CCN(C(=O)/C=C/c2ccccc2OC)CC1	-7%	5%	3%
CCN1CCN(C(=S)c2ccc([N+](=O)[O-])cc2)CC1	?	-6%	-5%
Cc1ccccc1OCC(=O)Nc1ccc(N2CCN(C(=O)c3ccco3)CC2)cc1	21µM*	5%	0%

Structural class, those above containing bromine (3)
SMILES	TDP1 cell noCPT	TDP1 inh	KAT2A inh
C/C(N)=C(/C#N)C(=O)CSc1n[nH]c(-c2ccccc2Br)n1	-7%&-16%	6%	-22%
COc1ccc(S(=O)(=O)NCc2ccccn2)cc1Br	-2%	/	1%
Oc1c(Br)cc(Cl)cc1C=Nc1ccccc1Br	?	1%	-1%

A few values from the entries so far.
TDP1 cell noCPT, `COc1cccc(-c2nn(-c3ccccc3)cc2CO)c1` stands at -15%
TDP1 inh, `Oc1c(Br)cc(Cl)cc1C=Nc1ccccc1Br` stands at 1%
TDP1 inh, `Cc1cccc(C)c1NC(=O)Cn1c(=O)c(N2CCCCC2)c(N)n(C)c1=O` stands at 0%
KAT2A inh, `OCc1nc2ccccc2n1Cc1c(F)cccc1Cl` stands at -1%&-10%
KAT2A inh, `COc1cc(-c2noc(C)c2-c2ccc3[nH]ccc3c2)cc(OC)c1OC` stands at -18%
TDP1 inh, `O=C(COc1ccc(S(=O)(=O)N2CCc3ccccc32)cc1Cl)NCc1ccccn1` stands at 7%
TDP1 inh, `O=C1CN(c2ccc(Cl)cc2)C2(CCCCC2)S1` stands at -1%

Later entries:
SMILES	TDP1 cell noCPT	TDP1 inh	KAT2A inh
CN(C)C(=O)N1CCN(C(=O)N2CCOCC2)CC1	-1%	0%	-1%
Cc1cccn2c(=O)c3cc(C(=O)NCc4ccccc4Cl)sc3nc12	-4%	5%	-5%
Cc1nc(SCC(=O)Nc2ccc(OCc3ccccc3)cc2)n[nH]1	-3%	6%	-18%
CCOC(=O)/C(C#N)=C1/C=Nc2ccccc2N1	-8%	-1%	?
CCCCS(=O)(=O)Nc1ccc2cn[nH]c2c1	-12%	-3%	-7%
CCNc1nc(Oc2ccc(C(=O)OCC)cc2)nc(SC)n1	?	1%	-3%
C[C@H](CO)N1C[C@H](C)[C@@H](CN(C)C(=O)Nc2ccccc2)Oc2c(NC(=O)c3ccncc3)cccc2C1=O	2%	1%	-4%
Cc1cccc(NC(=O)CSc2nnc(Cn3nnc(-c4ccccc4)n3)n2-c2ccccc2)c1	-14%	-4%	-4%
CCOc1ccc(/C(C)=N/NC(=O)c2nnn(-c3nonc3N)c2-c2cccs2)cc1	11%	1%	-20%
Cc1ccc(N(CC(=O)N=Nc2c(O)[nH]c3ccccc23)S(C)(=O)=O)c(C)c1	-19%	3%	-1%
COc1ccccc1-c1nnc(SC/C(O)=C(\C#N)c2nc3ccccc3[nH]2)n1C1CCCCC1	?	5%	-10%
NC(=O)c1ccc(NC(=O)c2cccc(Oc3ccccc3)c2)cc1	-26%	3%	-7%
CNC(=O)/C(C#N)=C/c1cn(CC(=O)OC)c2ccccc12	-14%	-2%	-17%
Cc1nn2c(C)c(C(=O)NC(C)(C)C)cnc2c1-c1ccc(F)cc1	-22%	7%	-3%
COc1cc(OC)cc(C(=O)N2CC(=O)Nc3ccccc32)c1	1.3µM*	2%	-1%
O=c1c([N+](=O)[O-])c(NCCN2CCCCCC2)c2ccccc2n1-c1ccccc1	-4%	0%	-1%
CCOc1ccc(C(=O)N2CCN(S(=O)(=O)c3cccs3)CC2)c(OCC)c1	?	2%	-11%
O=C(NCc1cccs1)c1cccnc1SCCS(=O)(=O)c1ccc(C(F)(F)F)cn1	?	3%	-1%
COc1cc(/C=N/NC(=O)c2ccncc2)ccc1OC(=O)c1ccco1	-9%	/	-8%
O=C(CSc1ccc(-c2cccc([N+](=O)[O-])c2)nn1)N1CCCCCC1	?	6%	-5%
Cc1ccccc1-c1nnc(SCC(=O)N(C)c2ccccc2)o1	?	2%	-4%
CCCOC(=O)CSc1nnc2ccc3ccccc3n12	-9%	2%	-13%
COC(=O)C1CCN(C(=O)C2CCC(=O)N(CCc3cccc(F)c3)C2)CC1 (stereo unspecified)	30%[activator]	3%	-7%
CC(/C=C/C1(O)C(C)CC(=O)CC1(C)C)OC1OC(CO)C(O)C(O)C1O (stereo unspecified)	-23%	-6%	-1%
C/C=C1\C2C=C(C)C[C@@]1(N)c1ccc(=O)[nH]c1C2	-1%	8%[56.1 µM]	6%
Cc1ccc(-c2noc(-c3ccccc3C(=O)NCC3CCCO3)n2)cc1 (stereo unspecified)	?	5%	1%
O=C(N/N=C\c1cccnc1)c1cc(-c2ccccc2)nc2c(Cl)cccc12	?	7%	-14%
Cn1nnc2cc(NC(=O)N3CCN(c4ccccn4)CC3)ccc21	-11%	-1%	0%
COc1ccc2c(c1)[C@]1(C)CCC(=O)C[C@H]1CC2	-24%	6%[56.1 µM]	-19%
Cc1nnc(SCC(=O)Nc2nccs2)[nH]c1=O	?	4%	-1%
Cc1cccc2sc(N(CCN(C)C)C(=O)/C=C/c3cccs3)nc12	18µM*	0%	12%
O=C(NCc1ccco1)/C(=C/c1ccco1)NC(=O)c1ccccc1	-12%	-3%[0.0935 µM]	2%

This is a subset, so the mix of outcomes need not match the whole.
